Screens from PubChem.
HTR5A ag – activates human HTR5A in OPRM1-OPRD1 agonist counter-screen; P47898; HTR5A agonist assay, luminescence, cell-based; activation, % at 9.3 µM; actives 0.61% (n = 340,000); in the data active = activation mostly above about 9.5%, no sharp cut-off; inactive = mostly below about 7.6%;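 also: 0% = cells with vehicle only and 100% = reference agonist; strong numbers were not always called active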
PvdQ inh – P. aeruginosa PvdQ acylase inhibition | purified PvdQ acylase, fluorescence plate reader | actives 0.063% (n = 340,000) | inhibition, % at 10 µM; in the data active = inhibition above about 30%, passing the limit was not always enough;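 also: 0% = vehicle neutral wells and 100% = reference inhibitor wells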
Wnt act – activates Wnt/beta-catenin signaling in a reporter cell assay; activation, % at 9.35 µM; actives 1.2% (n = 300,000); AID 743398; activator, plate reader; in the data active = activation above about 30%, passing the limit was not always enough;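 also: 0% = neutral control wells and 100% = positive control wells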
CDK5 inh – CDK5/p35 (human) kinase inhibition. Q00535+Q15078. Recombinant CDK5/p35, ADP-Glo luminescence, 60 min. inhibition, % at 10 µM. actives 0.01% (n = 330,000). AID 488839;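 active = highest replicate inhibition of at least 50% and at least 75% of replicates reaching 50%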;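 also: plate controls were DMSO neutral control for no effect and GW8510 at 10 µM for full effect; many of its hits are not listed in these tables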
Target sequence (Q00535 whole entry, looked up): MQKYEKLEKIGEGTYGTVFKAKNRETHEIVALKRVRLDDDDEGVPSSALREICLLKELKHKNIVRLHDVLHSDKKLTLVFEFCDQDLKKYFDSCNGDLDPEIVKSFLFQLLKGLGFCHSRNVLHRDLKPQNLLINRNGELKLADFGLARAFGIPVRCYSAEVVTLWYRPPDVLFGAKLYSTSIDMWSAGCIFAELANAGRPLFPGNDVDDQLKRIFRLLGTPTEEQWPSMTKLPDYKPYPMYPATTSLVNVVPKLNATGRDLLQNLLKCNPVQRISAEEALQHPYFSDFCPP
Target sequence (Q15078 whole entry, looked up): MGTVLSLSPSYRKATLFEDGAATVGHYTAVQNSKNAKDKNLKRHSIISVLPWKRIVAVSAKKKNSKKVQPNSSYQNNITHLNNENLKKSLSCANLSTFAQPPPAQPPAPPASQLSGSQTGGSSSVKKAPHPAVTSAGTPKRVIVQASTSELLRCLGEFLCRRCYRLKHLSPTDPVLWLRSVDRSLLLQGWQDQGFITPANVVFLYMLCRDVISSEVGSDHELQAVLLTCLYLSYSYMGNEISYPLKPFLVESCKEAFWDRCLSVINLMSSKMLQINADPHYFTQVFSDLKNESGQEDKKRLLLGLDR
cardiac RTF act – cardiac RTF calcium sensitization | actives 0.24% (n = 340,000) | AID 493008 | P19429+P45379 | IANBD-labeled TnC RTF fluorescence at EC20 calcium; 0% EC20 calcium, 100% full calcium | activation, % at 7.2 µM;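 active = activation above the mean over all tested compounds plus 3 SD, cut at about 30% in these data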;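 also: rise in fluorescence read as greater calcium sensitivity of cardiac thin filaments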
SR-BI uptake up – activators of SR-BI mediated HDL lipid uptake. CHO ldlA[mSR-BI] cells, DiI-HDL uptake fluorescence, 3 h; 100 = double the neutral-control signal. activation, % at 12.5 µM. actives 0.096% (n = 320,000). AID 504775;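 active = mean replicate activation of at least 60% and every replicate at or above 60%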;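 also: 0% = median plate neutral-control signal and 100% = twice that signal; values of inactives mirror those of a sister screen read the other way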
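Assay system: LDL receptor-deficient CHO ldlA cells overexpressing murine SR-BI / Medium: BSA-supplemented, HEPES-buffered Ham's F12, pH 7.4 / Probe or stimulus: DiI-labelled HDL at 10 µg/mL final / Timing: compound with DiI-HDL co-incubation, 3 h at 37 °C / Technique: bottom-read cell fluorescence after medium removal, ex 550/em 595 nm / Measure: HDL uptake via cellular fluorescence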
MITF act – MITF TRPM1 promoter activation in melanoma cells | actives 0.75% (n = 300,000) | AID 588334 | SK-MEL-5 TRPM1-promoter luciferase, 24 h; % of positive control, neutral wells = 0 | activation, % at 12.5 µM;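 active = mean activation of at least 80% with every replicate also reaching 80%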;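 also: 0% = neutral control wells and 100% = parthenolide positive control wells; values of inactives mirror those of a sister screen read the other way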
SR-BI DiI inh – blocks mouse SR-BI lipid uptake from DiI-HDL; Q61009; AID 488896; inhibition, % at 12.5 µM; ldlA[mSR-BI] CHO cells, DiI-HDL uptake fluorescence, 3 h; actives 0.96% (n = 320,000);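 active = mean replicate inhibition of at least 70% and a set share of replicates each scoring 70 or more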;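 also: 0% = median of neutral control wells and 100% = median of positive control wells; values of inactives mirror those of a sister screen read the other way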
Rtt109 HAT inh – blocks Candida albicans Rtt109/Vps75 acetyltransferase activity. Q5AAJ8. purified Rtt109/Vps75, ThioGlo CoA-SH fluorescence, 4 h. inhibition, % at 34.9 µM. actives 0.16% (n = 330,000). AID 540336;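 active = inhibition of at least 50% in every replicate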
dFosB activator – activators of mouse delta FosB homodimer; activation, % at 25 µM; purified delta FosB, TAMRA-CDK5 oligo fluorescence polarization; percent of positive-control signal above neutral wells; AID 493131; P13346; actives 0.99% (n = 340,000);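 active = mean activation above about 17%, with every replicate also reaching it, limit read from the data, passing the limit was not always enough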;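 also: fluorescence polarization rise as delta FosB binds a TAMRA Cdk5 AP-1 oligo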
Target sequence (P13346 whole entry, looked up): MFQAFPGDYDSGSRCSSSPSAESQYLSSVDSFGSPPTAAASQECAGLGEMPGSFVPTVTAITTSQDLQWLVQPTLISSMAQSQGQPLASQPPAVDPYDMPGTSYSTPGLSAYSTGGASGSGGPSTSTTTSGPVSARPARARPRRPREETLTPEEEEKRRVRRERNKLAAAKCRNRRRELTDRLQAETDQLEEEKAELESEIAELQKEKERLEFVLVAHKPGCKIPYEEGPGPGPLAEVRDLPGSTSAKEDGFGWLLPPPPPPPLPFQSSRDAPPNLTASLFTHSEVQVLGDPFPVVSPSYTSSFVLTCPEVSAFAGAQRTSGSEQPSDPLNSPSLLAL
* hit, by the source's call; x = no result given.

SMILES	HTR5A ag	PvdQ inh	Wnt act	CDK5 inh	cardiac RTF act	SR-BI uptake up	MITF act	SR-BI DiI inh	Rtt109 HAT inh	dFosB activator
O=C1/C(=C/c2ccccn2)SC(=S)N1c1ccc(O)cc1	5.8	-2.3	15.7	-0.1	-2.1	17.8	37.7	-17.8	-9.8	11.5
O=C(Cc1ccccc1)NNC(=O)C1CCCC1	-2.0	-4.8	-0.3	-1.9	-6.5	15.3	-4.3	-15.3	-3.7	3.4
O=C(Cc1cccs1)NCc1ccc(Cl)cc1Cl	3.9	5.2	26.8	0.6	-5.9	33.7	x	-33.7	9.3	-1.4
COc1ccc(C(=O)N2CCN(c3nc(C4CC4)nc4sc(C)c(C)c34)CC2)cc1	9.2	-9.2	-1.2	0.6	-3.7	x	-6.7	x	-0.5	-10.0
O=c1[nH]sc2ccccc12	0.3	-2.4	5.1	-0.5	-2.5	1.5	-21.9	-1.5	-0.4	0.0
O=C1OCc2ccc(NC(=O)c3sccc3Cl)cc21	9.3	-18.7	1.4	-1.5	4.5	-6.5	16.1	6.5	-4.4	11.3
Cc1ccc(NC(=S)N2CCCC(c3nc4ccccc4[nH]3)C2)cc1 (stereo not drawn)	1.6	-1.4	-1.6	-1.4	0.1	-17.3	2.6	17.3	2.2	6.0
CCOc1ccccc1NC(=S)N1CCN(c2nc(-c3ccc(F)cc3)cs2)CC1	4.9	-7.3	-0.7	-6.9	-4.0	-57.3	x	57.3	-9.9	-7.9
O=C(C1CC1)N(Cc1nc2ccccc2c(=O)[nH]1)Cc1cccs1	3.3	-9.9	-2.8	-0.1	-1.5	x	-5.4	x	-1.6	5.2
O=[N+]([O-])c1ccc(Sc2cc[n+]([O-])c3ccccc23)c([N+](=O)[O-])c1	-0.3	-1.3	-2.7	2.8	-9.3	38.9	-90.2	-38.9	-5.5	4.6
NC(=O)C1CCCN(C(=O)c2ccc(S(=O)(=O)N3CCCCCC3)cc2)C1 (stereo not drawn)	-0.7	-15.9	-2.1	-2.1	-2.4	4.0	-3.5	-4.0	5.4	-3.0
Cc1c(CCC(=O)N[C@@H](CC(C)C)C(=O)O)c(=O)oc2c(C)c3oc4c(c3cc12)CCCC4	-1.0	1.6	23.0	0.8	0.5	-12.6	2.1	12.6	3.4	-5.4
CCn1c(NCc2ccccn2)nc2c1c(=O)n(C)c(=O)n2C	13.9*	17.0	-6.7	-0.1	1.3	7.9	2.0	-7.9	-5.3	-5.2
COc1ccc(-n2ncc3c(N4CCCc5ccccc54)ncnc32)cc1	3.6	0.0	10.8	0.2	-0.5	-32.9	18.1	32.9	1.1	-8.6
Fc1ccc(-n2cnnn2)c(F)c1	10.7	-6.2	-0.7	-0.5	2.6	-4.3	-12.4	4.3	7.1	-0.8
CN(CC(=O)Nc1ccc(Cl)cc1F)C1=NS(=O)(=O)c2ccccc21	-2.8	-12.0	-1.7	-0.8	-0.6	12.7	0.4	-12.7	9.0	-4.9
O=C(COc1ccc(Cl)cc1)N1N=C(c2cccs2)CC1c1ccco1 (stereo not drawn)	-2.7	-1.8	2.1	-2.4	-4.2	-5.8	-10.0	5.8	-3.1	0.0
C#Cc1ccc([C@H]2C=C(C(=O)NCc3nc4ccccc4[nH]3)O[C@@H](OCc3ccc(CO)cc3)C2)cc1	-0.1	6.6	-5.4	-1.0	-5.2	-13.3	-15.3	13.3	10.5	-2.5
Cc1cc(C(=O)Nc2c(C)n(C)n(-c3ccccc3)c2=O)c2ccccc2n1	-0.4	-13.4	x	-0.6	2.5	-2.1	11.5	2.1	-1.3	-4.6
CCN(CC)C(=O)CSc1nnc(CCCCCNC(=O)OC(C)(C)C)o1	4.2	11.7	x	1.0	-3.6	-12.9	-4.3	12.9	-1.4	-3.3
Cc1ccc2sc(N(CCN(C)C)C(=O)/C=C/c3cccs3)nc2c1C	7.0	11.1	-2.9	0.9	-4.9	x	-6.8	12.9	26.6	12.9
CN(C)CCn1c(C(=O)Nc2ccccc2)cc2ccccc21	2.6	1.1	-1.2	-1.1	-5.9	x	-3.3	x	19.8	-11.2
CCOc1cc(/C=C2/C(=O)ON=C2C)cc(Br)c1O	3.4	4.2	0.2	1.3	3.3	2.3	-19.9	-2.3	14.1	4.7
Cc1csc(NC(=O)C2CCN(S(=O)(=O)c3cccs3)CC2)n1	-2.8	7.5	-2.9	0.8	0.3	15.0	8.9	-15.0	-14.5	-3.7
Cc1nc2nc3c(c(=O)n2[nH]1)CCCC3	-6.1	3.6	x	-0.2	-2.5	14.8	-5.4	-14.8	-20.5	-8.7
CC12CCCCC1c1ccccc1C(=NCC(=O)O)N2 (stereo not drawn)	4.3	3.0	x	1.4	0.3	6.0	x	-6.0	7.5	1.1
Cc1ccc(/C=C2\SC(=S)N(CCC(=O)NNC(=O)c3cccnc3)C2=O)cc1	-2.2	-8.5	5.1	-0.8	-11.8	-10.2	1.0	10.2	-4.1	-6.9
Cc1cccc(NC(=O)CSc2nnc(CNC(=O)c3cccs3)o2)c1C	4.4	-2.8	x	0.6	-7.5	5.5	-10.9	-5.5	x	-6.9
Cc1cc(NC(=O)CN2C(=O)NC(c3ccccc3)(c3ccc(C)c(C)c3)C2=O)no1 (stereo not drawn)	4.7	3.2	-5.1	-0.5	-0.4	7.6	-9.0	-7.6	21.9	-11.5
CCC1CCCCN1CCCNC(=O)CS(=O)(=O)Cc1nc(-c2cccc(OC)c2)oc1C (stereo not drawn)	-4.4	2.9	-0.8	1.0	3.5	0.5	4.5	-0.5	20.4	-2.8
Cn1nc(C(=O)NC2=NCCS2)ccc1=O	1.5	-11.5	x	-3.0	-1.0	16.1	2.3	-16.1	6.6	-3.8
COc1cc(C)c(C(C)C)cc1S(=O)(=O)NCCCn1ccnc1	-0.5	-3.9	-0.9	0.0	-5.9	13.4	0.3	-13.4	-19.1	-5.9
CCCCc1nc2ccccc2c(N)c1CCC (tested in a mixture with another compound)	5.8	-18.6	0.5	1.4	-4.1	4.3	0.2	-4.3	-4.7	-16.1
COc1cccc(C(=O)Nc2c[nH]c(=O)[nH]c2=O)c1	0.8	-12.3	8.6	0.3	-1.7	x	3.6	x	1.9	-3.2
Cc1cc(NC(=O)CSc2ncnc3sc(C)c(C)c23)no1	-2.2	-15.4	0.5	-1.2	0.3	18.3	-4.5	-18.3	-12.4	4.2
O=C(CSc1ccsc1[N+](=O)[O-])N1CCCCC1	3.7	-8.7	0.1	-2.5	4.0	-2.8	11.7	2.8	-7.7	-3.9
O=C(NCc1ccco1)c1cccc(S(=O)(=O)N2CCOCC2)c1	1.7	-5.6	x	0.0	-4.6	21.0	8.1	-21.0	3.2	-11.1
CSc1nc(Cl)c(Cc2ccc(OC(C)C)cc2)c(N(C)C)n1	0.0	0.3	-1.0	1.6	-3.4	-28.5	-13.3	28.5	-0.2	-3.6
COC(C[C@@H]1O[C@@H]1[C@@H](O)COCc1ccccc1)OC	1.3	6.2	5.4	0.9	2.3	18.9	-5.0	-18.9	13.0	-9.0
Cc1cccc(OCc2nnc(SCC(=O)NC3CCCCC3)n2C)c1	0.9	-2.4	1.2	0.0	4.1	6.3	-12.5	-6.3	9.1	-12.5
Cc1csc(NC(=O)c2ccc(Cl)cc2[N+](=O)[O-])n1	-3.8	2.3	0.0	-0.4	-1.3	-5.5	55.3	5.5	-9.3	-6.5
CCOC(=O)N1[C@@H]2C=C(C)[C@@H]2[C@@H]2[C@@H](C)C(=O)N21	-2.0	-12.3	x	0.8	2.1	16.5	0.0	-16.5	-0.6	-4.8
COC(=O)C1=C(N)Oc2cc(C)n(Cc3cccnc3)c(=O)c2C1c1cc(OC)ccc1OC (stereo not drawn)	-2.1	-10.1	x	-0.8	-0.7	1.3	-7.2	-1.3	3.4	-2.1
CCOC(=O)c1c(NC(=O)CC)sc(C(=O)N2CCCCC2)c1C	8.0	4.6	x	5.0	10.7	-20.4	17.6	20.4	-5.0	5.3
[O-]c1c[n+](-c2ccc(-[n+]3cc([O-])on3)cc2)no1	0.7	-6.7	-0.4	0.5	-0.2	18.5	-4.4	-18.5	3.1	-1.2
CCOC(=O)N1CCC(N2CCCC(C(=O)c3ccccc3OC)C2)CC1 (stereo not drawn)	2.0	-2.7	-3.4	-1.2	-7.2	0.8	2.9	-0.8	3.5	-1.1
CN1C(=O)CC(N2CCN(C(c3ccccc3)c3ccccc3)CC2)C1=O (stereo not drawn)	-0.6	-8.9	-4.8	2.0	5.4	-12.2	-9.9	12.2	0.3	-0.3
Cc1ccc(NS(=O)(=O)c2ccc3c(c2)N(C)CCO3)cc1	5.0	-7.1	-3.1	x	-3.0	-2.8	-2.2	2.8	5.5	2.8
COc1ccc(C(=O)Nc2ccc(S(=O)(=O)Nc3nccnc3OC)cc2)cc1OC	1.8	-1.0	x	-0.1	-1.5	22.4	-17.8	-22.4	-3.2	2.8
Cc1cccc(NC(=O)CNC(=O)Cc2ccc3c(c2)OCCO3)c1C	-1.3	-3.9	-0.2	1.3	-3.7	8.7	x	-8.7	-5.5	2.0
O=c1[nH]nnc2c1sc1nc(N3CCOCC3)c3c(c12)CCCC3	0.6	-8.0	1.4	-1.1	7.6	6.1	4.1	-6.1	-6.6	-1.9
Cc1cccc(C)c1OCC1CNC(=O)O1 (stereo not drawn)	-1.4	-11.7	-2.2	1.0	3.0	x	-15.3	x	-7.5	-2.1
Nc1ccc(-c2cc(-c3ccc(N)cc3)nc(-c3ccccc3)n2)cc1	-0.5	-7.5	-2.4	-5.6	5.5	0.6	2.3	-0.6	0.7	-10.0
O=C(NC(=S)NC(c1ccccc1)c1ccncc1)c1ccccc1 (stereo not drawn)	8.2	5.4	5.8	-1.1	7.2	15.8	-19.9	-15.8	-2.0	-12.4
CCOCc1cc(C)[nH]c(=O)c1C#N	-0.1	-11.3	-2.7	-2.6	-3.9	16.0	-7.4	-4.5	-16.3	4.7
Cc1cc(C)c(S(=O)(=O)c2ccccc2C)c(Cl)n1	-2.7	-10.4	x	-0.8	-2.6	-21.1	-6.9	21.1	7.5	0.9
COc1ccc(NC2CC(=O)N(c3cccc([N+](=O)[O-])c3)C2=O)cc1 (stereo not drawn)	0.9	-5.5	3.1	0.1	-3.4	3.0	8.5	-3.0	9.1	-3.2
O=C(c1ccccc1Cl)c1c(O)c2ccccc2oc1=O	-0.9	5.0	14.1	-0.3	-2.5	10.3	x	-10.3	-3.8	-1.0
Cc1c(C(=O)O)sc2nc(SCC(=O)Nc3ccc(S(=O)(=O)NC(C)(C)C)cc3)[nH]c(=O)c12	2.3	-0.4	-1.0	2.6	3.5	3.2	6.2	-3.2	4.1	1.7
CC1CN(Cc2ccccc2)C(=S)NC1=O (stereo not drawn)	-0.3	-5.1	-2.0	1.4	-1.3	5.0	3.2	-5.0	-10.0	1.4

Single records (already shown). Values in the order: HTR5A ag	PvdQ inh	Wnt act	CDK5 inh	cardiac RTF act	SR-BI uptake up	MITF act	SR-BI DiI inh	Rtt109 HAT inh	dFosB activator
COc1ccc(C(=O)Nc2ccc(S(=O)(=O)Nc3nccnc3OC)cc2)cc1OC reads 1.8	-1.0	x	-0.1	-1.5	22.4	-17.8	-22.4	-3.2	2.8
Nc1ccc(-c2cc(-c3ccc(N)cc3)nc(-c3ccccc3)n2)cc1 reads -0.5	-7.5	-2.4	-5.6	5.5	0.6	2.3	-0.6	0.7	-10.0
